SARS 3CLpro inh = SARS-CoV 3CLpro protease inhibitors, primary screen, biochemical, quenched FRET; inhibition, % at 6 µM; Replicase polyprotein 1ab (Severe acute respiratory syndrome coronavirus), P0C6X7; AID 1706, 2009; hit rate 0.14% among 290,000; recombinant SARS-CoV 3CLpro, quenched FRET peptide cleavage; in the data active = inhibition above about 12%
VHR inh abs = VHR1 phosphatase inhibitors, primary screen, biochemical, absorbance, uHTS. Dual specificity protein phosphatase 3 (Homo sapiens), P51452. recombinant VHR phosphatase, pNPP absorbance. inhibition, % at 13.3 µM. hit rate 0.52% among 290,000. AID 1654, 2009; in the data active = inhibition above about 50%; also: some compounds called inactive have numbers as strong as hits
Target sequence (P51452 whole entry, looked up): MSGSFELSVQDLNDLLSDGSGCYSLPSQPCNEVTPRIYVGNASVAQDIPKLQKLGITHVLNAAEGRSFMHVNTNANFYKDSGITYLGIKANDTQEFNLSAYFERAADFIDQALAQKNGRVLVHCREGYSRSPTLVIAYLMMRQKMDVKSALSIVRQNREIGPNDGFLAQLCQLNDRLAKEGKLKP
PriA SSB inh = inhibitors of Klebsiella pneumoniae PriA binding to SSB C-terminal tail, primary screen, biochemical, AlphaScreen. AID 1272365, 2023. inhibition, % at 33 µM. hit rate 0.6% among 430,000. AlphaScreen SSBct-PriA binding, biotinylated peptide; in the data active = inhibition mostly above about 37%, no sharp cut-off; inactive = mostly below about 20%;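 also: plate controls were negative control peptide for no effect and reference peptide for full effect; strong numbers were not always called active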
Anthrax LF inh2 = Bacillus anthracis LF protease inhibitors, primary screen, biochemical, multiplex microsphere, MLPCN library. Lethal factor (Bacillus anthracis), P15917. AID 588501, 2011. hit rate 0.12% among 360,000. multiplex microsphere protease cleavage assay. inhibition, % at 10 µM; also: plate controls were buffer without enzyme for full effect and enzyme alone for no effect
Target sequence (P15917 whole entry, looked up): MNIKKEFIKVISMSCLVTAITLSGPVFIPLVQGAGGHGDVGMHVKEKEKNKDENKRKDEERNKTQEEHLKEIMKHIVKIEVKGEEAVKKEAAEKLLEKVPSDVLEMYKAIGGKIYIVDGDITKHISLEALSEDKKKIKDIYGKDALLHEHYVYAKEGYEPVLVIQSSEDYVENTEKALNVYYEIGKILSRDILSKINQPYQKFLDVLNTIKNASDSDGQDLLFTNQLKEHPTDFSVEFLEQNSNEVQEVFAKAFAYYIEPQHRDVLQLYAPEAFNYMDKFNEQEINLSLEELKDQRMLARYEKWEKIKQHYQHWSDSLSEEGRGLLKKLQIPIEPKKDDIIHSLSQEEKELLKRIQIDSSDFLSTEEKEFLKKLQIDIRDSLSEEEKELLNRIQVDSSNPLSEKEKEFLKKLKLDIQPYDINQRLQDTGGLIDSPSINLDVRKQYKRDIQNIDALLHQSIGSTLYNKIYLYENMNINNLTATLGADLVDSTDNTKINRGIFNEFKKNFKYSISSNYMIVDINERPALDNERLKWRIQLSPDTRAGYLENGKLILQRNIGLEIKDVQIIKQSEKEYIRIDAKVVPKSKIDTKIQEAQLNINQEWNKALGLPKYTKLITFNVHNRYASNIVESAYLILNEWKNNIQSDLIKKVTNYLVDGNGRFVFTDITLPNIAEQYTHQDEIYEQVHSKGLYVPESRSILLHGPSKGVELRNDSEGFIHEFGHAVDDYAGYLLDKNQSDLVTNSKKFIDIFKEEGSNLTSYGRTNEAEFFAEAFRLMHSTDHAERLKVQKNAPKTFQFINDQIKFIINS
MazF activator = activators of E. coli MazEF toxin-antitoxin RNase, primary screen, biochemical, fluorescence, uHTS. Endoribonuclease toxin MazF (Escherichia coli (strain K12)), P0AE70. FAM/BHQ RNA-DNA oligo cleavage fluorescence, 5 h. activation, % at 20 µM. hit rate 0.32% among 350,000. AID 504720, 2011; in the data active = activation above about 50%
BoNT A protease = BoNT/A light chain protease inhibitors, primary screen, biochemical, flow cytometry, MLPCN library; hit rate 0.17% among 360,000; multiplex microsphere protease substrate cleavage; inhibition, % at 10 µM; Botulinum neurotoxin type A light chain protease (Clostridium botulinum A str. ATCC 3502); AID 588499, 2011; also: plate controls were buffer without enzyme for full effect and enzyme alone for no effect
PrPC surface inh = inhibitors of human cell surface prion protein PrPC, primary screen, cell-based, TR-FRET. Major prion protein (Homo sapiens), P04156. TR-FRET read-out. inhibition, % at 13.8 µM. hit rate 0.43% among 370,000; in the data active = inhibition above about 24%; also: 0% = median of the test wells and 100% = reference compound wells
CCHF vOTU inh = CCHFV vOTU protease inhibitors, primary screen, biochemical, Pep-AMC substrate, fluorescence; Crimean-Congo hemorrhagic fever virus L polyprotein viral ovarian tumor (vOTU) protease …; inhibition, % at 11.5 µM; hit rate 0.55% among 370,000; AID 651958, 2012; in the data active = inhibition above about 30%; also: 0% = vehicle wells with enzyme and 100% = no enzyme wells
BoNT F protease = BoNT/F light chain protease inhibitors, primary screen, biochemical, flow cytometry, MLPCN library; hit rate 0.22% among 360,000; Multiplex microsphere protease cleavage assay; AID 588497, 2011; inhibition, % at 10 µM; in the data active = inhibition above about 35%, passing the limit was not always enough; inconclusive = no clear call, values can overlap the other calls; also: plate controls were buffer without enzyme for full effect and enzyme alone for no effect
Rv3671c protease = Rv3671c serine protease inhibitors, primary screen, biochemical, fluorescence polarization, M. tuberculosis H37Rv; P9WHR9; inhibition, % at 5.96 µM; hit rate 0.048% among 320,000; AID 2606, 2010; in the data active = inhibition above about 38%;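 also: extracellular domain of Rv3671c used as enzyme; 0% = enzyme with DMSO and 100% = no enzyme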
Active calls of the source: *; i = inactive; ? = inconclusive; · = not tested or not shown. Rule as the data show it, unless noted: active = inhibition above about 30%; inconclusive = no clear call, values can overlap the other calls; inactive = below that.

SMILES	SARS 3CLpro inh	VHR inh abs	PriA SSB inh	Anthrax LF inh2	MazF activator	BoNT A protease	PrPC surface inh	CCHF vOTU inh	BoNT F protease	Rv3671c protease
CCNCCC(=O)N1c2ccccc2Sc2ccc(NC(=O)OCC)cc21	1	-5	1	0	18	0.2	-11	-3	6	-9
O=[N+]([O-])c1ccc(N2CCN(c3ccccc3O)CC2)cc1	0	-4	-10	1	9	2.4	-9	11	2	11
Cc1cccc(NC(=O)c2cccc(NC(=O)c3ccco3)c2)c1C	·	·	0	-17	10	-2.4	2	-7	?	-3
CCn1cnc2scc(-c3ccccc3)c2c1=O	-5	27	-16	-4	0	-0.4	-8	3	3	-5
Cc1noc(C)c1S(=O)(=O)N(C)Cc1ccccc1	3	8	-15	-6	-30	-0.8	0	-1	-8	0
CN(CC(=O)NCCc1ccc(F)cc1)Cc1cccc(Cl)c1	-3	-6	-27	-6	0	-0.5	-4	12	-9	0
CC1=C(C(=O)Nc2ccccc2C(=O)NC2CCCCC2)SCCO1	5	25	-2	1	0	-0.3	3	0	7	-5
COc1ccc(CNC(=O)C2CCN(C(=O)N3CCOc4ccc(C)cc43)CC2)cc1	5	51*	-6	-4	-2	-0.5	7	23	-2	2
Cc1ccc(S(=O)(=O)N2CCN(C(=O)c3ccccc3-c3nc4ccccc4s3)CC2)c(C)c1	·	·	-1	-5	-9	-2.1	2	4	2	-8
COc1ccccc1NC(=O)C1=C(C)NC(=O)NC1c1ccc(C)s1 (centres undefined)	5	9	-11	3	13	-0.4	-5	8	-4	4
CCc1ccc(OCCCC(=O)Nc2ccc(S(N)(=O)=O)cc2)cc1	0	26	-9	2	2	-1.0	4	-6	0	-1
COc1ccc(/C(O)=C2/C(=O)C(=O)N(CC3CCCO3)C2c2cccc(O)c2)cc1 (centres undefined)	-6	49	·	2	-9	-0.4	1	8	-4	2
O=C(COC(=O)Cc1ccccc1F)NNC(=O)c1ccc(Cl)cc1	·	·	1	2	2	1.3	3	1	8	-7
Cn1nc(C(=O)OCC(=O)Nc2ccc3ccccc3c2)c2ccccc2c1=O	7	18	-2	2	7	-0.4	6	-3	-2	6
COc1ccc(C(=O)N(c2ccc(C)cc2)C2C=CS(=O)(=O)C2)cc1OC (centres undefined)	0	18	-10	-7	-6	0.5	3	5	8	7
CC1(c2ccccc2)NC(=O)N(CC(=O)Nc2ccccc2C(=O)N2CCCCC2)C1=O (centres undefined)	·	·	-1	-4	6	-3.9	-8	-11	-2	-3
COc1ccc(-c2ccc3c(c2)S(=O)(=O)c2cccc(C(=O)N4CCN(c5c(Cl)cncc5Cl)CC4)c2C3=O)cc1OC	·	·	13	6	-36	3.8	-12	-14	10	-5
CCC(C)(C)NC(=O)C(c1cccn1C)N(Cc1ccc(C)cc1)C(=O)Cn1nnc2ccccc21 (centres undefined)	6	4	-4	-8	-2	-0.8	7	-9	-18	2
COc1ccc(C(C(=O)NCC2CCCO2)N(C(=O)c2snc(C(N)=O)c2N)c2ccc(C)cc2)cc1OC (centres undefined)	-1	25	-5	0	11	-0.7	0	-10	0	·
COc1ccc(C2CC(c3c(Cl)cccc3Cl)n3nc(N)nc3N2)cc1 (centres undefined)	7	17	-12	-3	-1	1.8	-3	2	-5	1
Cc1cccc2sc(NC(=O)C3c4ccccc4Oc4ccccc43)nc12	0	25	-3	-4	11	-0.2	1	-5	-12	-176
NNC(=S)NCc1ccco1	2	33	-8	0	5	-1.1	10	7	-16	4
COc1ccc(NC(=O)Cn2c(-c3ccc(OC)cc3)cn(-c3ccc(C)cc3)c2=O)cc1	-1	6	-8	2	-11	0.6	·	·	7	-5
COc1cccc(CC2(CO)CCCN(Cc3cn[nH]c3C3CCCCC3)C2)c1 (centres undefined)	-2	-8	-1	2	4	-0.6	-10	4	-6	-3
COc1ccc(NC(=O)COC(=O)Cc2c(F)cccc2Cl)cc1	-3	17	-15	1	1	0.8	5	4	-5	-11
COc1cc(CN2CCN(C3CCC3)CC2CCO)cc(OC)c1 (centres undefined)	3	10	-11	4	12	-0.1	-8	0	-19	1
N#Cc1c(NC(=O)CSc2ncc(-c3ccccc3)n2CC2CCCO2)sc2c1CCCC2 (centres undefined)	-2	15	9	-11	-3	-5.9	-5	-9	-21	-13
O=C(CN1N=C(c2ccc(Cl)cc2)CCC1=O)NCc1cccnc1	-2	4	-6	1	6	0.4	-8	-1	-1	-5
CC(=O)c1cn(CC(=O)Nc2cccc(C)c2C)c2ccccc12	2	20	-8	-1	-17	0.3	18	-5	-2	5
O=C(c1ccc(Br)o1)N1CCN(C23CC4CC(CC(C4)C2)C3)CC1	-1	56*	5	2	2	1.7	-2	-1	-7	-4
CCc1c(C)sc(NC(=O)C2CC(c3c(F)cccc3Cl)=NO2)c1C#N (centres undefined)	3	13	-15	12	1	-3.5	1	-7	?	-11
CN(C1=C(N2CCCCC2)C(=O)c2ccccc2C1=O)c1ccccc1	-1	26	107	-6	-3	0.8	-37	41*	-3	-29
O=C(CCN1C(=O)/C(=C/C=C/c2ccccc2)SC1=S)Nc1cccnc1	7	12	-6	17	15	29	-3	20	11	-4
COc1ccc(S(=O)(=O)c2ccccc2)cc1NC(=O)c1c(F)cccc1F	2	18	-10	0	4	-0.2	2	5	-1	-1
Cc1ccc(NC(=O)COc2ccccc2C(N)=O)cc1S(=O)(=O)N1CCCCCC1	·	·	10	·	-4	·	8	13	·	-20
COc1ccc(OC)c(N=c2oc3cc(O)ccc3cc2C(N)=O)c1	0	17	4	?	10	?	0	-112	?	-6
CCOC(=O)Cc1csc(NC(=O)c2cc(C)cc(C)c2)n1	1	24	-4	-7	1	-1.4	-3	0	-5	1
COC(=O)C1=C(C)N(CCCC(=O)O)C(=O)NC1c1ccc(C#N)cc1 (centres undefined)	·	·	-11	-6	4	-1.1	5	-4	-13	3
CCOC(=O)c1c(C2CC2)csc1NC(=O)COC(=O)CCS(=O)(=O)c1ccc(C)cc1	7	23	-2	-2	3	0.4	6	-2	-1	-10
NC(=O)Cc1ccc(C(=O)c2ccc(Cl)cc2Cl)s1	3	-20	-14	-6	-5	-0.6	-4	10	-3	-4
CCCCNC(=S)Nc1ccc2cn[nH]c2c1	2	-8	-2	0	6	0.1	-3	-6	-3	-7
Cc1cccc(-c2nsc(SCC(=O)Nc3nccs3)n2)c1	-1	32	-12	-5	3	-1.1	-2	-9	0	-4
O=C(NC1CCCC1)C(c1cccs1)N(C(=O)c1ccno1)c1ccccc1 (centres undefined)	-3	9	-12	2	0	0.4	6	2	-15	0
CC1(C)CC(=O)C(C=NCCCO)=C(O)C1	5	35	-7	2	4	2.2	2	1	22	3
CC(C)(C)OC(=O)C1C(=O)CC(C)(O)C(C(=O)OC(C)(C)C)C1c1cccnc1 (centres undefined)	7	-14	-4	2	2	0.5	2	11	2	-13
CC(CCc1ccccc1)C(=O)NO (centres undefined)	0	5	-9	1	-2	0.0	0	-3	2	0
Cc1ccc(C(OC(=O)c2ccco2)C(=O)NC(C)(C)C)cc1 (centres undefined)	-1	-20	-3	·	11	·	12	13	·	-6
O=C(NCc1ccc2c(c1)OCO2)C1CCN(S(=O)(=O)c2ccc(Br)s2)CC1	3	10	-3	-2	6	0.8	-4	4	-1	0
CCOC(=O)C1CC(C)=C(C)CC1C(=O)O (centres undefined)	-1	16	-4	-2	-3	1.4	7	-11	?	-2
CSC(=Nc1ccccc1)Nc1ccccc1	4	-6	1	·	6	·	2	11	·	5
(more compounds)
SMILES	SARS 3CLpro inh	VHR inh abs	PriA SSB inh	Anthrax LF inh2	MazF activator	BoNT A protease	PrPC surface inh	CCHF vOTU inh	BoNT F protease	Rv3671c protease
Cc1csc(=O)n1CC(=O)OCC(=O)Nc1ccccc1C(C)C	·	·	-9	7	-7	4.9	-5	-10	-2	-20
CCCNC(=S)Nc1ccc2nc(-c3ccccn3)c(-c3ccccn3)nc2c1	-1	23	6	8	-18	?	-26	-15	-1	6
CC1(C)CC[C@]2(C(=O)O)CC[C@]3(CO)C(=CCC4[C@@]5(C)C[C@H](O)[C@H](O)[C@@](C)(C(=O)O)C5CC[C@]43C)[C@@H]2C1 (some centres undefined)	·	·	-11	7	-3	-0.2	-7	1	5	6
Cc1nc(NC(=O)c2ccccc2)sc1C	1	30	-15	-3	9	1.4	9	-4	?	-5
Cc1ccc(N(C(C)C(=O)O)S(=O)(=O)c2cccnc2)cc1 (centres undefined)	·	21	-13	-14	2	-0.7	9	-8	-9	5
COc1ccc(Br)cc1/C=N/Nc1ccc(Cl)c(C(=O)O)c1	4	17	·	-5	-1	-0.4	-5	-1	3	-2
N/C(=N\OC(=O)C(c1ccccc1)c1ccccc1)c1cccnc1	8	10	i	-5	5	-0.5	·	·	-15	-9
O=C(O)c1cnc(-c2ccccc2)nc1Sc1ccc(Cl)cc1Cl	4	10	-16	0	-3	-0.7	-7	-5	-4	-2
COc1cccc(C(C(=O)NC2CCCCC2)N(C(=O)c2cccs2)c2ccc3c(c2)OCO3)c1 (centres undefined)	2	34	-19	-1	2	0.0	11	-7	0	6
COC(=O)Nc1ccc(S(=O)(=O)Nc2cccc3ccccc23)cc1	3	22	-7	-9	-5	?	15	0	0	2
Cc1[nH]c2ccccc2c1C(=O)C(=O)NCc1cccs1	1	29	-3	-4	9	-0.4	3	14	5	-3
CC(=O)c1ccc(NC(=S)N2CC(C)CC(C)C2)cc1 (centres undefined)	7	-4	2	0	2	-0.1	4	1	1	-8
Cc1cc(SCC(=O)Nc2cccnc2Cl)nc2ccccc12	3	5	-6	-8	-1	-1.5	1	10	-3	3
CCc1nnc(NS(=O)(=O)c2ccc(NC(=S)NC(=O)c3ccc(OC)cc3)cc2)s1	1	3	3	-3	-9	0.6	2	15	0	-9
Cn1c(N2CCOCC2)nc2c1c(=O)n(Cc1ccc(Cl)c(Cl)c1)c(=O)n2C	3	-6	13	-4	6	-0.3	2	8	?	4
COCCNc1oc(-c2ccc(C)cc2)nc1C#N	-2	20	-3	-1	1	0.3	-8	-28	7	0

Already shown: 6 of the compounds above.
SMILES	SARS 3CLpro inh	VHR inh abs	PriA SSB inh	Anthrax LF inh2	MazF activator	BoNT A protease	PrPC surface inh	CCHF vOTU inh	BoNT F protease	Rv3671c protease
NC(=O)Cc1ccc(C(=O)c2ccc(Cl)cc2Cl)s1	3	-20	-14	-6	-5	-0.6	-4	10	-3	-4
CCCCNC(=S)Nc1ccc2cn[nH]c2c1	2	-8	-2	0	6	0.1	-3	-6	-3	-7
Cc1cccc(-c2nsc(SCC(=O)Nc3nccs3)n2)c1	-1	32	-12	-5	3	-1.1	-2	-9	0	-4
O=C(NC1CCCC1)C(c1cccs1)N(C(=O)c1ccno1)c1ccccc1 (centres undefined)	-3	9	-12	2	0	0.4	6	2	-15	0
CC1(C)CC(=O)C(C=NCCCO)=C(O)C1	5	35	-7	2	4	2.2	2	1	22	3
CC(C)(C)OC(=O)C1C(=O)CC(C)(O)C(C(=O)OC(C)(C)C)C1c1cccnc1 (centres undefined)	7	-14	-4	2	2	0.5	2	11	2	-13

Bioassay records as filed in PubChem BioAssay.

These rows are one share of the data. The share of hits here may be higher or lower than overall.
